Source: PubChem (The Scripps Research Institute Molecular Screening Center)
PAFAH1B3 inh: PAFAH1B3 enzyme inhibitors, primary screen, biochemical, fluorescence polarization, human | recombinant PAFAH1B3, FP-rhodamine probe | inhibition, % at 3.39 µM | 340,000 tested, 0.28% active | Platelet-activating factor acetylhydrolase IB subunit alpha1 (Homo sapiens), Q15102;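 active means inhibition above the screen-wide average of all tested compounds plus 3 SD, cut at about 25% in these data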;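 further: 0% = enzyme with DMSO only and 100% = wells lacking PAFAH1B3 protein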
PAFAH1B2 inh: PAFAH1B2 enzyme inhibitors, primary screen, biochemical, fluorescence polarization, human; recombinant PAFAH1B2, FP-rhodamine activity probe; inhibition, % at 3.39 µM; 340,000 tested, 1.2% active;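 active means inhibition above the mean of all tested compounds plus 3 SD, cut at about 24% in these data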;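 further: 0% = enzyme with DMSO and 100% = wells lacking PAFAH1B2; many of its hits are not listed in these tables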
PAFAH2 FP inh: PAFAH2 enzyme inhibitors, primary screen, biochemical, fluorescence polarization, human. 340,000 tested, 0.99% active. inhibition, % at 3.39 µM. recombinant PAFAH2, FP-rhodamine activity probe;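 active means inhibition above the mean over all tested compounds plus 3 SD, cut at about 30% in these data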;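 further: inhibitors block probe labeling of enzyme so polarization drops; 0% = enzyme with DMSO and 100% = wells lacking PAFAH2 protein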
* marks the source's active call; other numbers are inactive results. The list is partial. The share of hits here may be higher or lower than overall.

SMILES	PAFAH1B3 inh	PAFAH1B2 inh	PAFAH2 FP inh
CC(C)(C)OC(=O)C(Cl)(C(=O)OC(C)(C)C)c1ccc2nnnn2n1	5	4	8
CCN1/C(=C/c2ccc3cc(C)ccc3[n+]2CC)Sc2cc(C)ccc21	1	-9	-4
CCN(C(=O)CSc1nc2ccc([N+](=O)[O-])cc2s1)c1c(N)n(Cc2ccccc2)c(=O)[nH]c1=O	9	4	-2
Cc1cccc(NC(=O)CN2C(=O)N/C(=C/c3cc(C)n(C)c3C)C2=O)c1	11	1	-3
CCN(CC(=O)Nc1c(F)cccc1F)C(=O)c1ccc2c(=O)n3c(nc2c1)CCC3	1	1	2
COc1cccc(C(=O)CSc2nnc(CNS(C)(=O)=O)n2-c2ccc(C)cc2)c1	2	0	4
CC(=C1SC(=S)NC1=O)c1ccccc1	0	3	3
Cc1cc(C(=O)COc2ccc(F)cc2Br)c(C)n1C1CC1	5	4	1
CC(C)C1=CC(=Nc2ccc(S(N)(=O)=O)cc2)C=C(C(C)C)C1=O	-4	3	-2
O=C1NC(=S)NC1=Cc1ccc(O)cc1	12	2	-1
O=c1cc(-c2ccco2)oc2ccccc12	15	4	1
CCN(Cc1nc2cc(Cl)ccc2c(=O)[nH]1)C(=O)c1cc(C2CC2)nn1-c1ccccc1	-2	-2	2
O=C1OC(c2ccccc2)(c2ccccc2)c2ccccc21	6	5	7
c1ccc2c(c1)nc1n2CCC1	9	1	0
Cc1cc(C)cc(NC(=O)C2CC3CCC2C3)c1 (stereo not drawn)	-2	-4	8
COc1cc(OC)c(-n2cc(-c3ccc(OC)c(OC)c3)[nH]c2=S)cc1Cl	4	2	1
O=S(=O)(NC(CO)Cc1ccccc1)c1cc(Cl)ccc1F (stereo not drawn)	3	15	-3
O=C(c1ccc(N2C(=O)C3C4CC(C(Br)C4Br)C3C2=O)cc1)N1CCCCC1 (stereo not drawn)	1	7	8
Cn1c(-c2cccc(Br)c2)cnc1NCc1ccccc1O	6	4	3
COc1cc(N)c2ncccc2c1OC	-4	2	-4
CC(OC(=O)Cn1cnc2c1c(=O)n(C)c(=O)n2C)C(=O)NC1(C#N)CCCCC1 (stereo not drawn)	4	3	-5
CCCOc1ccc(/C(O)=C2/C(=O)C(=O)N(CCN(C)C)C2c2ccc(O)c(OC)c2)cc1 (stereo not drawn)	0	1	-3
O=c1[nH]c2ccccc2n2c(-c3ccncc3)nnc12	-1	-1	15
CCc1c(C)nc2c(-c3ccccc3)c(C)[nH]n2c1=O	2	6	1
COc1ccc(C(=O)Nc2ccc(C(=O)O)cc2NC(=O)c2ccc(OC)cc2)cc1	5	4	9
CN(CC(=O)Nc1sccc1C#N)S(=O)(=O)c1ccc(F)cc1	-7	1	-1
Nc1nonc1-c1nc2ccccc2n1CC(=O)N/N=C/c1ccc(-c2cccc(C(=O)O)c2)o1	8	6	10
Cc1ccc(OCc2occc2C(=O)O)cc1	5	-4	7
COc1ccc(C(O)(CCC(C)C)C(CN2CCOCC2)c2ccccc2)cc1 (stereo not drawn)	13	15	-6
Cc1ccc(S(=O)(=O)N2CCOCC2)cc1C(=O)N1CCN(Cc2ccccc2)CC1	-1	0	-2
CCOC(=O)/C=C1/SCC(=O)N1CC(=O)Nc1ccc2c(c1)CCC2	2	2	-1
C/C(=N\NC(=O)c1nnn(-c2nonc2N)c1-c1ccccc1)c1cccnc1	11	-2	-2
N#Cc1ccc(C(=O)N2CCC3CC2c2cc(-c4ccc(F)cc4)ccc23)cc1 (stereo not drawn)	10	5	-2
O=C(C=Cc1ccccc1)Nc1ccccc1	3	4	-1
O=[N+]([O-])c1ccc(NN=C2CCCCC2)c([N+](=O)[O-])c1	6	7	2
O=C(CNc1ccc(Br)cc1)NC(=O)NC1CCCCC1	6	10	0
C=CCOc1ccc(Br)cc1/C=C1/SC(=Nc2ccc(C(=O)O)cc2)NC1=O	31*	10	0
CN(C)CCNC(=O)c1ccc(Cl)c2cc3ccccc3nc12	4	-1	-1
CC(=O)Nc1n[nH]c(=S)s1	6	-2	0
CCN(CC)CCOC(=O)c1ccc(N=CC2=C(O)CC(C)(C)CC2=O)cc1	-4	1	8

Only PAFAH1B3 inh, for some of the entries so far:
Molecule,PAFAH1B3 inh
C=CCOc1ccc(Br)cc1/C=C1/SC(=Nc2ccc(C(=O)O)cc2)NC1=O,31*
CN(C)CCNC(=O)c1ccc(Cl)c2cc3ccccc3nc12,4

Records listed above that bear a hit mark in PAFAH1B3 inh.
SMILES	PAFAH1B3 inh	PAFAH1B2 inh	PAFAH2 FP inh
C=CCOc1ccc(Br)cc1/C=C1/SC(=Nc2ccc(C(=O)O)cc2)NC1=O	31*	10	0

(continued)
SMILES	PAFAH1B3 inh	PAFAH1B2 inh	PAFAH2 FP inh
CC(=O)c1ccc(C(=O)NC2CCCN(Cc3ccc(Cl)cc3)C2)s1 (stereo not drawn)	-1	-4	-11
O=C(Sc1n[nH]c(=O)[nH]c1=O)c1ccccc1	5	3	-4
O=C(CC(=O)c1ccccc1)Nc1ccccn1	6	3	-3
CCc1c(C(=O)Nc2cc(C(=O)OC)ccc2C)csc1C	3	-1	3
C(=C1c2ccccc2-c2ccccc21)c1ccccn1	-2	3	-3
Cc1cc(NC(=O)NC(=O)c2ccccc2NC(=O)CN(C)C)ccc1Oc1ncc(Br)cn1	7	3	14
COc1cc(/C=C/C=C2/CC/C(=C/C=C/c3ccc(O)c(OC)c3)C2=O)ccc1O	-7	-13	-5
COc1cc(C(=O)Nc2ccc(NC(=O)c3cccc(Cl)c3)nc2)cc(OC)c1OC	2	-6	-2
O=C(N1CCc2cc(S(=O)(=O)NC[C@H]3O[C@@H](n4ccc(=O)[nH]c4=O)[C@H](O)[C@@H]3O)ccc2C1)C(F)(F)F	6	4	-5
Cc1ccc(C(=O)Nc2ccc3c(c2)OCCO3)cc1	5	-2	0
COc1cccc(CN(C)C(=O)c2cc(-c3ccc(OC)c(OC)c3)nc3ccccc23)c1	2	-2	-9
CN(CCc1ccccc1)C(=O)c1cccc(NC(=O)Cc2cccc(NC(=O)C3CCCN(S(=O)(=O)c4cccc([N+](=O)[O-])c4)C3)c2)c1 (stereo not drawn)	-18	-4	-19
COc1ccc(C(=O)OCC(=O)N2CCN(S(=O)(=O)c3ccc(C)cc3)CC2)cc1[N+](=O)[O-]	9	16	-3
COC(=O)c1ccc(C(=O)OC)c(NC(=O)C2CC(=O)N(C3CCCC3)C2)c1 (stereo not drawn)	4	5	6
CC(C)C(NC(=O)c1ccco1)C(=O)OCC(=O)N1CC(=O)Nc2ccccc21 (stereo not drawn)	8	0	1
Cc1ccc(C(=O)NC(=S)N2CCN(C)CC2)cc1Br	2	0	4
COc1cccc(NC(=O)CN(C)C(=O)/C=C/c2cn(-c3ccccc3)nc2-c2ccc(OC)c(OC)c2)c1	-24	-22	-58
O=C(Nc1ccc(S(=O)(=O)Nc2ncccn2)cc1)c1ccc(Cl)c([N+](=O)[O-])c1	1	-2	6
CN(Cc1ccc([N+](=O)[O-])cc1)c1ccccc1	11	9	9
O=C1COc2ccc(C(=O)COC(=O)c3ccc([N+](=O)[O-])cc3Cl)cc2N1	5	3	-2
CCOC(=O)c1ccc[n+]([O-])c1	6	-1	-6
CC(=O)Nc1cccc2ccc(O)cc12	2	4	3
CCNC1CCC(Nc2ccnc3cc(Cl)ccc23)CC1 (stereo not drawn)	3	-1	-2
NC(=S)NN=C1CCCC(C(F)(F)F)C1 (stereo not drawn)	1	6	0
O=C(CCl)N(c1ccccc1)c1ccccc1	12	9	-4
O=C(c1ccc2c(c1)OCO2)N1CCN(CCN2C(=O)c3cccc4cccc(c34)C2=O)CC1	5	4	-2
CCCCn1c2nc3ccccc3nc2c2c(=O)n(CC(C)C)cnc21	9	5	3
N#Cc1cccc(C(=O)Nc2ccccc2C(=O)NC2CC2)c1	5	3	7
COc1cccc(C(=O)NNC(=O)c2ccc3ccccc3c2)c1	11	8	2
CN(C)S(=O)(=O)c1cccc(COC(=O)CNC(=O)c2ccc(Br)o2)c1	7	5	1
COc1ccc(C2/C(=C(/O)c3ccc4c(c3)CC(C)O4)C(=O)C(=O)N2CCCn2ccnc2)cc1OC (stereo not drawn)	4	4	11
CCOc1ccc2nc(NC(=O)C34CC5CC(CC(NC(C)=O)(C5)C3)C4)sc2c1	-2	0	-4
N#CC1C(=O)NC(c2ccccc2)=CC1c1ccccc1 (stereo not drawn)	3	6	2
O=C(Nc1ccc(S(=O)(=O)NC2=NCCCCC2)cc1)c1cc(F)c(F)cc1Cl	3	3	3
O=C1C(=O)N(c2ccccc2)C(c2ccccc2)C1c1ccccc1 (stereo not drawn)	1	2	8
COc1cc2cc(C(=O)NCCc3ccccc3)[nH]c2cc1OC	0	4	-6
CCCCn1c(N)c(N(CC(C)C)C(=O)COc2cc(C)ccc2Cl)c(=O)[nH]c1=O	7	0	2
C/C=C(\C)C(=O)OC1[C@H](OC(C)=O)C2(CO)C(CC1(C)C)C1=CCC3C4(C)CCC(O[C@@H]5O[C@H](C(=O)O)[C@@H](O[C@@H]6O[C@H](CO)[C@@H](O)[C@H](O)[C@H]6O)[C@H](O)[C@H]5O[C@H]5O[C@H](CO)[C@@H](O)[C@H](O)[C@H]5O)[C@](C)(CO)C4CCC3(C)[C@]1(C)C[C@H]2O (stereo partly drawn)	2	-11	9
CN(C)CCNC(=O)c1ccccc1-c1cc2ccccc2c(=O)o1	12	-4	-1
Cc1cc(Br)c(NC(=O)CN2CCCC2)c(Br)c1	9	3	1

Molecules above with a furan ring, fused or not (5):
SMILES	PAFAH1B3 inh	PAFAH1B2 inh	PAFAH2 FP inh
O=c1cc(-c2ccco2)oc2ccccc12	15	4	1
Nc1nonc1-c1nc2ccccc2n1CC(=O)N/N=C/c1ccc(-c2cccc(C(=O)O)c2)o1	8	6	10
Cc1ccc(OCc2occc2C(=O)O)cc1	5	-4	7
CC(C)C(NC(=O)c1ccco1)C(=O)OCC(=O)N1CC(=O)Nc2ccccc21 (stereo not drawn)	8	0	1
CN(C)S(=O)(=O)c1cccc(COC(=O)CNC(=O)c2ccc(Br)o2)c1	7	5	1

3 entries from above, with two lines to a compound:
Each structure is followed by: PAFAH1B3 inh | PAFAH1B2 inh | PAFAH2 FP inh
- CC(=O)Nc1cccc2ccc(O)cc12
→ 2 | 4 | 3
- O=C(CCl)N(c1ccccc1)c1ccccc1
→ 12 | 9 | -4
- CCOC(=O)c1ccc[n+]([O-])c1
→ 6 | -1 | -6

Other structures follow.
SMILES	PAFAH1B3 inh	PAFAH1B2 inh	PAFAH2 FP inh
Cn1cc(C(=O)C(=O)NCCc2ccccc2)c2ccccc21	8	3	10
C=CC(=O)N1C/C(=C/c2ccc(F)cc2)C(=O)/C(=C\c2ccc(F)cc2)C1	4	-7	5
COc1ccc([C@@H]2C[C@@H](c3ccccc3)Oc3cc(OC)cc(OC)c32)cc1	8	3	14
NC(=O)c1ccccc1N/C=C/C(=O)c1ccc(F)cc1	4	4	3
CCOc1ccc(C(=O)Nc2cccc(NC(=O)c3cccs3)c2)cc1[N+](=O)[O-]	-15	-8	-34
CCOC(=O)c1sc(NC(=O)c2cccs2)nc1C	11	-6	6
CCOc1ccccc1OCC(=O)Nc1ccc(N2CCOCC2)cc1N1CCOCC1	6	1	1
Cc1cccc(OCC(=O)NCC(c2ccco2)N2CCCC2)c1 (stereo not drawn)	2	-2	-7
O=C(CC1Sc2ccccc2NC1=O)NNc1ccc(F)cc1 (stereo not drawn)	11	3	1
Cc1ccc(C(=O)CCC(=O)OCC(=O)Nc2nnc(-c3ccccc3)o2)cc1	-5	1	-1
O=C(Nc1ccc(C(=O)N2CCCC2)cc1)c1ccccc1	11	3	-5
Cc1ccc(NC(=S)NC(=O)Cc2ccccc2)c(O)c1	2	4	7
CCN1C(=O)CC(C(C)C)N(C2CCCC2)c2nc(Nc3ccc(C(=O)NC4CCN(C)CC4)cc3OC)ncc21 (stereo not drawn)	-1	-3	2
C[C@H]1CN([C@@H](C)CO)C(=O)Cc2cc(NC(=O)Nc3ccccc3)ccc2O[C@H]1CN(C)Cc1ccccc1	3	3	-10
CCOC(=O)C1CCCN(C(=O)C2CCN(S(=O)(=O)c3ccc(Cl)c(C(F)(F)F)c3)CC2)C1 (stereo not drawn)	-4	6	4
CN(C)c1nc(-c2cccnc2)nc(-c2ccccc2)c1C#N	6	-1	-10
CC1CC(C)(C)CC2(C1)NC(=O)N(CC(=O)N1CCN(Cc3ccc(C#N)cc3)CC1)C2=O (stereo not drawn)	5	5	-1
Cc1ccc2c(C)c(C(=O)N3CCN(c4ncccn4)CC3)oc2c1C	1	2	-3
CC(=O)N(c1cc(C)ccc1C)c1ccccc1[N+](=O)[O-]	3	-3	3
CC(=O)Nc1ccccc1-c1ccccc1[N+](=O)[O-]	-2	2	-2
O=c1[nH]c(=O)n(C2OC(CO)C(O)C2O)cc1F (stereo not drawn)	9	4	-2
COc1cc2c(cc1OC)C(c1ccc(OC)c(OC)c1OC)CC(=O)N2 (stereo not drawn)	-1	-1	-3
Cc1cc(C=C2C(=O)c3ccccc3C2=O)c(C)n1-c1ccc(Cl)cc1	0	-5	-3
Cc1cc(C=NCCCO)c(C)n1-c1cc(Cl)ccc1Cl	8	0	2
O=c1[nH]cc(I)cc1I	1	0	1
COc1ccc(-c2ncncc2-c2ccc(OC)c(OC)c2)c(O)c1	8	7	6
COc1ccccc1/C=C/C(=O)OCC(=O)Nc1cc(C(F)(F)F)ccc1N1CCOCC1	-8	2	22
